PPC-1+TRAIL kill: kills PPC-1 cancer cells in the presence of TRAIL | PPC-1 cells + TRAIL, ATPLite viability luminescence | actives 0.41% (n = 220,000) | cell killing (% activity), % at 4 µM | AID 1443;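 active = cell killing above 50% in the first pass at 4 µM, then a duplicate retest at 5 µM averaging 50% or more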;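 note: plate controls were cells with TRAIL plus DMSO for no effect and medium-only wells lacking cells for full effect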
EBV gp42 block: EBV gp42 inhibition; Q1HVG2; Fluorescence polarization binding assay, mP read-out; inhibition, % (tested at 21.74 µM); actives 0.42% (n = 220,000); AID 1085; in the data active = inhibition above about 50%
zfTRPN1 agonist: activates the zebrafish TRPN1 channel | HEK293 zebrafish TRPN1-YFP, Fluo-8 calcium fluorescence; 100% = response to 87 µM carbachol | activation, % at 3 µM | actives 0.18% (n = 220,000);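 active = activation above its plate's cutoff, the mean activation of test wells on that plate plus 3 SD, cut at about 19% in these data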;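 note: 0% = DMSO alone and 100% = 87 µM carbachol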
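Material: zebrafish TRPN1-YFP in HEK293 cells; Doses: single test compound dose, 3 µM nominal, 0.3% DMSO; Timing: dye loading 1 h at 37 °C, then 30 min room temperature; Technique: intracellular calcium fluorescence with Fluo-8; Benchmarks: high carbachol 87 µM, low DMSO alone.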
Thrombin inh: inhibitors of human thrombin | alpha-thrombin, Boc-VPR-AMC fluorogenic substrate cleavage | AID 1046 | actives 0.26% (n = 220,000) | inhibition, % at 5 µM | P00734;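 active = inhibition at or above 40%; inactive = inhibition below 40%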;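 note: 0% = enzyme with no compound and 100% = wells without enzyme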
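Assay system: human alpha-thrombin enzyme. Reagent: Boc-VPR-AMC substrate, 15 µM final. Compound dosing: one concentration per compound, 5 µM, with 0.2% DMSO. Incubation: room-temperature reaction. Technique: AMC fluorescence, 355/460 nm. Measure: % inhibition relative to enzyme controls and enzyme-free blanks.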
Furin inh: inhibitors of human furin | inhibition, % at 30 µM | actives 0.061% (n = 220,000) | purified furin, fluorogenic substrate cleavage; in the data active = inhibition above about 25%; note: inactives centre near -15
TbHK1 inh: T. brucei hexokinase 1 inhibition; recombinant TbHK1, G6PDH-coupled NADH A340; inhibition, % at 10 µM; actives 0.11% (n = 220,000); AID 1430;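 active = inhibition of 50% or more in the single-dose primary screen; inactive = inhibition below 50%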
KCC2 mod: KCC2 (human) Cl- transport modulation; Q9H2X9; B-score of Tl+ flux slope (higher = more flux/activation; lower = inhibition) at 10 µM; AID 1456; KCC2 cells, thallium flux FluoZin-2 fluorescence; actives 2.2% (n = 190,000);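 active = thallium flux slope and its plate-corrected score both differing from the plate sample mean at a set confidence after two filtering rounds, in either direction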;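 note: slope of fluorescence scaled to starting intensity during 10 to 20 s after thallium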
Target sequence (Q9H2X9 whole entry, looked up): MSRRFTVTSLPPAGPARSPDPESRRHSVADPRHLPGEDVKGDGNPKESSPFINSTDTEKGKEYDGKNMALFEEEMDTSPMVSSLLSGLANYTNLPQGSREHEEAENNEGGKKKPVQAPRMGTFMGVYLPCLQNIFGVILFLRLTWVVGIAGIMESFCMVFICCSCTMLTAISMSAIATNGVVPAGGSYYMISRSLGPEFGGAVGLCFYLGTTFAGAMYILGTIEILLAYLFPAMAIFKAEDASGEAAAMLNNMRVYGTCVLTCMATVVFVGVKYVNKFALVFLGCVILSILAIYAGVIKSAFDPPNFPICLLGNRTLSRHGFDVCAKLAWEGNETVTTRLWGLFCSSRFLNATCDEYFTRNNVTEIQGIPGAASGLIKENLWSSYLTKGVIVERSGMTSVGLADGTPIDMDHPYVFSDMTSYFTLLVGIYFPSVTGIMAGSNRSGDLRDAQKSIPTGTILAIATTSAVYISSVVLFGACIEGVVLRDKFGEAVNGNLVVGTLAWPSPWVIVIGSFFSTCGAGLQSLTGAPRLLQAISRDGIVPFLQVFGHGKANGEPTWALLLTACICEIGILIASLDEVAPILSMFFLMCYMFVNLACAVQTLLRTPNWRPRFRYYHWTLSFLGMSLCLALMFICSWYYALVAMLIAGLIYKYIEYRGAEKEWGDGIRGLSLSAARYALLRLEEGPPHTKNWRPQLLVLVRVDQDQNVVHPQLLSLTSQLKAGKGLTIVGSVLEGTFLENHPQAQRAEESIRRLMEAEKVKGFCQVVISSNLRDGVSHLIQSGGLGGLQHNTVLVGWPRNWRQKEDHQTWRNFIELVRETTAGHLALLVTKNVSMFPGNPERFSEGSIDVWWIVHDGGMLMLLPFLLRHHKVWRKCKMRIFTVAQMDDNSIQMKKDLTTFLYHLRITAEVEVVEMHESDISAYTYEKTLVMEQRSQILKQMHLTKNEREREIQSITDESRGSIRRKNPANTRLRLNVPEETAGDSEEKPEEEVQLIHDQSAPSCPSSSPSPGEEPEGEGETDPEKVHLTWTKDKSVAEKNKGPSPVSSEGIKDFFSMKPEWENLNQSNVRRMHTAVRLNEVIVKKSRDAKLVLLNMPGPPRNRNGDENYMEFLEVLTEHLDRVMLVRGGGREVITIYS
TRPML3 ag: activates the human TRPML3 channel; Q8TDD5; HEK293 TRPML3-YFP, Fluo-8 calcium fluorescence; 100% = the carbachol control signal; activation, % at 3 µM; actives 0.29% (n = 220,000);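 active = activation above its plate's cutoff, the mean activation of the plate's test wells plus 3 SD, cut at about 12% in these data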;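 note: 0% = DMSO only wells and 100% = carbachol wells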
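Test system – HEK293 line with stable expression of human TRPML3-YFP channel · Control set – carbachol 87 µM final as high control (100%), DMSO as low control (0%) · Signal – Fluo-8 calcium dye fluorescence, ex 470-495, em 515-575 nm · Incubation – 1-h 37 °C dye load, 5-s basal, 120-s post-compound reads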
m-calpain inh: blocks pig calpain II enzyme activity; purified calpain II, fluorogenic peptide substrate, 30 min; inhibition, % at 16 µM; actives 0.37% (n = 220,000); AID 1236;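 active = inhibition above about 50%, limit read from the data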
* marks the source's active call; other numbers are inactive results; . = no result given; [ ] = remark or other dose.

Molecule,PPC-1+TRAIL kill,EBV gp42 block,zfTRPN1 agonist,Thrombin inh,Furin inh,TbHK1 inh,KCC2 mod,TRPML3 ag,m-calpain inh
CC(C)c1oc(=O)cc2c1[C@@H](O)[C@H]1OC(=O)[C@@]3(C)C[C@@H](O)[C@@H](O)[C@@]2(C)C13 (stereo not given in full),30,-6,0.6,2,-10,-5,5.5*,0.8,-6
CCC(=NCCCN(CC)CC)c1c(O)n(-c2ccccc2)c(=O)[nH]c1=O,-3,-11,1.1,1,-8,3,0.003,1.2,15
CCC(=NCCc1ccccc1)c1c(O)n(C2CCCCC2)c(=O)[nH]c1=O,-1,-12,-1.6,-2,-5[20 µM],-2,-0.55,-0.5,37
COc1ccc(C2=NCC(=O)N(CC(=O)NCc3ccco3)c3sc4c(c32)CCCC4)cc1OC,23,2,0.5,-4,-8,-3,.,1.5,-39
O=C(C1CC(=O)N(C2CCCCCCC2)C1)N1CCC2(CC1)OCCO2 (stereo not given),2,-1,2.2,2,-7[20 µM],5,0.67,0.2,-20
COC(=O)CC1NC2CCCCC2NC1=O (stereo not given),10,-2,-0.9,-1,-12[20 µM],-5,1.1,0.5,-2
c1ccc(CNCCc2ccc3c(c2)OCO3)nc1,9,-1,1.7,1,-16[20 µM],5,0.83,0.2,11
Cc1ccc(-c2nc3ccccc3c(=O)n2-c2cccc(C)n2)cc1,19,-7,-0.2,3,-32,-4,1.2,0.0,-17
C=Cn1c(P(=S)(N2CCOCC2)N2CCOCC2)cc2c1CCCC2,12,-2,-0.6,-3,-22,-10,.,10,-64
CCOC(=O)C1(CCCc2ccccc2)CCN(C2CCCC2)CC1,-2,-7,-0.3,-2,-34,13,-0.68,1.6,-15
CCOc1nc(NC(C)C)nc(N2CC3CC(C2)c2cccc(=O)n2C3)n1 (stereo not given),6,-2,0.7,-2,-34,2,-1.9,0.6,-23
Cc1ccc2c(c1)c(=O)c1c3n2CCN(CC#N)C3CC1 (stereo not given),10,-10,1.8,-5,-22,-12,0.87,0.5,-34
N=c1c[n+](CC23CC4CC(CC(C4)C2)C3)[n-]o1,2,-15,0.9,-2,-16,1,-0.18,1.4,-14
O=C1NC(=O)C(CCc2ccncc2)(CCc2ccncc2)C(=O)N1C1CCCCC1,12,-26,0.8,4,-34,-3,-0.79,0.5,-2
O=[N+]([O-])c1ccc(C2C3C(c4ccccc4)=NC4(CCCC4)N32)cc1 (stereo not given),14,-3,1.2,-5,-15,-4,0.13,0.3,20
Cc1nn(Cc2ccccc2)c(C)c1C(=O)OCC(=O)NCc1ccco1,1,-9,-0.1,1,-22[20 µM],-11,0.16,0.5,7
Cc1cc2c(s1)NC(=O)CN=C2c1cccs1,8,-12,-0.8,-1,-10[20 µM],-11,-0.57,0.2,-10
O=C(O)c1ccc(Cl)nc1,-17,-9,3.0,-4,-24,1,1.1,1.3,-4
CN1CCc2nc3ccc(F)cc3c(C(N)=O)c2C1,0,-4,0.1,-2,-3[20 µM],-2,-0.061,0.3,3
COC(=O)CC1=C(C(=O)OC)C2(C(=O)Nc3c(C)cccc32)C(C#N)=C(N)O1 (stereo not given),26,-6,-0.1,-6,-23,-11,0.41,0.4,-51
O=C(c1ccc(Cl)cc1)C1CCCN(Cc2ccon2)C1 (stereo not given),3,-25,1.2,-11,-20,-2,.,0.8,-13
Oc1c(Br)cc(Br)cc1CN1CCN(Cc2ccccc2)CC1,-1,3,-0.6,-4,-16[20 µM],7,0.43,1.6,-7
CC1(C)COC(Nc2ccc(Cl)cc2)=N1,6,-24,0.1,2,-15[20 µM],-2,0.14,0.7,12
CCOc1ccc(-n2c(O)c(C=NCCN3CCNCC3)c(=O)[nH]c2=O)cc1,7,-11,0.6,-5,-14[20 µM],-1,-0.016,1.4,-32
CCC(C)/C=C(C)/C=C/C1=CC2=C(Cl)C(=O)C(C)(OC(C)=O)C(=O)C2=CO1 (stereo not given),6,2,-0.9,4,-1,-58,-2.6,-0.7,-199
O=C(c1cc(-c2ccccc2)on1)N1CCC2(CC1)OCCO2,2,6,0.3,4,-25,-4,-1,1.1,-16
CCCn1c(C)cc(C=O)c1C,7,-10,-0.3,1,-29,-1,0.059,0.3,5
C#CCN1C(=O)C2(C(C#N)=C(N)OC(C)=C2C(=O)OCc2ccccc2)c2ccccc21 (stereo not given),7,-11,0.9,3,-23,-2,-1.6,0.0,-36
O=C(CCN1C(=O)COc2ccccc21)N1CCC2(CC1)OCCO2,2,-12,0.7,-11,-9,2,.,0.5,22
Cc1ccc(C2N(c3ccccn3)C(=O)C3CCCN32)o1 (stereo not given),-2,-3,0.9,-7,-13,9,-0.17,1.8,17

Structural class, the entries above containing a thiophene ring, fused or not.
Molecule,PPC-1+TRAIL kill,EBV gp42 block,zfTRPN1 agonist,Thrombin inh,Furin inh,TbHK1 inh,KCC2 mod,TRPML3 ag,m-calpain inh
COc1ccc(C2=NCC(=O)N(CC(=O)NCc3ccco3)c3sc4c(c32)CCCC4)cc1OC,23,2,0.5,-4,-8,-3,.,1.5,-39
Cc1cc2c(s1)NC(=O)CN=C2c1cccs1,8,-12,-0.8,-1,-10[20 µM],-11,-0.57,0.2,-10

The results go on:
Molecule,PPC-1+TRAIL kill,EBV gp42 block,zfTRPN1 agonist,Thrombin inh,Furin inh,TbHK1 inh,KCC2 mod,TRPML3 ag,m-calpain inh
COc1ccc(CN2C(=O)NC(=O)/C(=C/c3cc(OC)c(OC)c(OC)c3)C2=O)cc1,-7,-26,1.5,-1,-27,-7,-0.022,0.8,10
COc1ccc(OC)c(-n2c(O)c(C=Nc3c(C)n(C)n(-c4ccccc4)c3=O)c(=O)[nH]c2=O)c1,21,-18,1.5,-1,3,-25,-0.22,0.9,21
CC(=O)NC(Cc1ccc(N(CCCl)CCCl)cc1)C(=O)O (stereo not given),18,-17,0.2,1,-24[20 µM],1,-2.2,-0.3,-7
c1ccc2c(c1)[nH]c1cnccc12,-4,-5,-1.3,-2,-36,-6,-0.32,0.1,-230
O=C(CN1CCN(CCO)CC1)Nc1ccc(Cl)cc1C(=O)c1ccccc1,4,-11,1.6,-7,-21[20 µM],-10,-0.33,-0.3,-17
CC(N)Cc1c[nH]c2cc3c(cc12)OCCO3 (stereo not given),32,-4,3.1,-11,-29,0,1.5,0.9,-20
Cc1ccc(CN2CCN(C)CC2)c(C)c1,15,-12,2.5,-8,-33,4,1.1,1.3,1
O=C(Nc1ccc(F)cc1)OC1CN2CCC1CC2 (stereo not given),-6,-1,0.7,-2,-10,-8,.,0.8,-10
CCOC(=O)c1nsnc1NCCCl,13,0,-1.2,-7,-34,-10,-0.039,1.0,-208
Cc1cc(NC(=O)CCl)nn1C,-3,-20,2.2,-13,-28,-4,-0.65,1.5,-24
O=c1[nH]c(O)c(C=Nc2ccccc2Sc2ccccc2)c(=O)[nH]1,18,-7,-1.9,-2,-41,-35,0.12,-0.5,-133
CCOC(=O)C1CCN(/C=C2/C(=O)NC(=S)N(c3ccccc3F)C2=O)CC1,2,-20,1.0,-14,-11,-5,0.35,1.1,23
COc1ccc(-n2c(/C=C/c3ccc4c(c3)OCO4)nc3ccccc3c2=O)cc1,15,-5,-0.3,2,-11,-18,0.0042,-0.1,-14
O=[N+]([O-])c1ccc(N2CCCC2)cc1N/N=C1\CN2CCC1CC2,10,-2,-1.9,5,14,3,0.4,0.4,23
COc1cccc(N=Nc2c(O)[nH]c(=S)[nH]c2=O)c1,15,-34,-0.2,-3,14,-19,0.54,0.6,33
NC(=O)c1c(NC(=O)c2ccc(S(=O)(=O)N(CCCl)CCCl)cc2)sc2c1CCCCC2,9,-22,0.5,-5,-7,9,-1.2,0.4,-26
O=c1cc(C2CCNCC2)[nH][nH]1,-10,-30,-0.4,5,-7,5,-0.66,0.5,-33
CN(C)c1ccc(/C=C/c2cc[n+](C)c3ccccc23)cc1,44,-9,1.7,2,-29,-10,-0.6,1.1,21
Nc1ccc(C2(c3ccc(N)cc3)CN3CCC2CC3)cc1,24,-1,1.0,-3,-11[20 µM],-6,.,0.9,-11
Cc1ccc(-n2c(C)nc3ccccc3c2=O)c(C)c1,14,-18,1.2,0,-24,-2,-0.13,0.3,-7
CCOc1ccccc1N1C(=O)NC(=O)C(CCc2ccncc2)(CCc2ccncc2)C1=O,-2,-1,-0.9,0,-2[20 µM],-6,-0.5,0.1,-18

Entries listed so far containing a carbonyl joined to an NH by a bond outside any ring, in the order listed:
Molecule,PPC-1+TRAIL kill,EBV gp42 block,zfTRPN1 agonist,Thrombin inh,Furin inh,TbHK1 inh,KCC2 mod,TRPML3 ag,m-calpain inh
COc1ccc(C2=NCC(=O)N(CC(=O)NCc3ccco3)c3sc4c(c32)CCCC4)cc1OC,23,2,0.5,-4,-8,-3,.,1.5,-39
Cc1nn(Cc2ccccc2)c(C)c1C(=O)OCC(=O)NCc1ccco1,1,-9,-0.1,1,-22[20 µM],-11,0.16,0.5,7
CN1CCc2nc3ccc(F)cc3c(C(N)=O)c2C1,0,-4,0.1,-2,-3[20 µM],-2,-0.061,0.3,3
CC(=O)NC(Cc1ccc(N(CCCl)CCCl)cc1)C(=O)O (stereo not given),18,-17,0.2,1,-24[20 µM],1,-2.2,-0.3,-7
O=C(CN1CCN(CCO)CC1)Nc1ccc(Cl)cc1C(=O)c1ccccc1,4,-11,1.6,-7,-21[20 µM],-10,-0.33,-0.3,-17
O=C(Nc1ccc(F)cc1)OC1CN2CCC1CC2 (stereo not given),-6,-1,0.7,-2,-10,-8,.,0.8,-10
Cc1cc(NC(=O)CCl)nn1C,-3,-20,2.2,-13,-28,-4,-0.65,1.5,-24
NC(=O)c1c(NC(=O)c2ccc(S(=O)(=O)N(CCCl)CCCl)cc2)sc2c1CCCCC2,9,-22,0.5,-5,-7,9,-1.2,0.4,-26

The list is partial; count on the stated rates, not on these rows.
